OX1R antag: blocks the human orexin 1 receptor | O43613 | OX1R-expressing cells, FRET antagonist read-out | inhibition, % at 6.6 µM | 330,000 tested, 1.8% active; in the data active = inhibition mostly above about 38%, no sharp cut-off; inactive = mostly below about 40%;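 note: 0% = agonist challenge alone and 100% = reference antagonist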
Target sequence (O43613 whole entry, looked up): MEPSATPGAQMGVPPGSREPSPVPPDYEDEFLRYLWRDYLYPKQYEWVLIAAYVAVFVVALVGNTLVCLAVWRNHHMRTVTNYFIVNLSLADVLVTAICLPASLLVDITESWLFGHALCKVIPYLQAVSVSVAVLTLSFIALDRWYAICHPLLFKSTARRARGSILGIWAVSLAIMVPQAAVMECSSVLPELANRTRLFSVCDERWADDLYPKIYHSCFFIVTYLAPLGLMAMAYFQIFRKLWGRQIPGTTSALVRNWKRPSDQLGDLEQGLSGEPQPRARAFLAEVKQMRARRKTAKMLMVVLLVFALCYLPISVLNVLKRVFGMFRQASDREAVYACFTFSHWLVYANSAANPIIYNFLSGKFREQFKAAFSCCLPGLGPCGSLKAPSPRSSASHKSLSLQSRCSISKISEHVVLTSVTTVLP
STK33 inh: inhibitors of human STK33 kinase. purified STK33, MBP phosphorylation, ADP-Glo luminescence. inhibition, % at 10 µM. 320,000 tested, 0.073% active;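 active = inhibition at or above 25%, using the most active replicate where run in duplicate; inactive = inhibition below 25%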
Target sequence (Q9BYT3 whole entry, looked up): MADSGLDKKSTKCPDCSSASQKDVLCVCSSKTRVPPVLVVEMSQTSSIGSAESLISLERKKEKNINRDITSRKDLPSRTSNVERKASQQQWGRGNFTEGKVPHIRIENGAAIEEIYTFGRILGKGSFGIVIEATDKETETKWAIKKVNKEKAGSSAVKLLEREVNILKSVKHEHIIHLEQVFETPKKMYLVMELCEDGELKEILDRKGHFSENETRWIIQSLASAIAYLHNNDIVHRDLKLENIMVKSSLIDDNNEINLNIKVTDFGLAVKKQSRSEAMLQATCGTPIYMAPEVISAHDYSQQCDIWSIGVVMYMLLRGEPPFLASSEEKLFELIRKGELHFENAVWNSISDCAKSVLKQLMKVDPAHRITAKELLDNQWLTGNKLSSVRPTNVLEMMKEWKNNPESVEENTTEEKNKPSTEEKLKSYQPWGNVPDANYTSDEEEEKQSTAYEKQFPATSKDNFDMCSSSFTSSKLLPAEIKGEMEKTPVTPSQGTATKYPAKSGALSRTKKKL
Active calls of the source: *; nt = no result given.

OX1R antag,STK33 inh,Molecule
-1,-1.0,Cc1ccccc1CN1CCNC(=O)C1CC(=O)N(C)CCC1CCOCC1 (configuration not stated)
26,0.2,C[C@H](NC(=O)c1nc[nH]c1C(=O)N[C@@H](CCCCNC(=O)OC(C)(C)C)C(=O)OC(C)(C)C)C(=O)OCc1ccccc1
27,1.5,Cc1ccc(N2CC(C(=O)Nc3ccc4c(c3)OCCO4)CC2=O)cc1 (configuration not stated)
-3,-0.7,COc1ccc(-c2cc(=O)oc3cc(O)ccc23)cc1
4,-1.1,CC(=O)N1c2ccc(S(=O)(=O)NCCC(=O)NCCc3cccc(C)c3)cc2CC1C (configuration not stated)
-6,0.4,COc1ccccc1CCN1CCCC(CN(C)CC(C)(C)CO)C1 (configuration not stated)
18,1.2,CC/C=C/C(=O)N1CC2(CC(c3cccc(NC(=O)c4ccccc4)c3)=NO2)C[C@@H]1C(N)=O (some centres not stated)
20,6.2,CC(=O)n1cc(/C=N/NC(N)=S)c2ccccc21
11,-0.6,Cn1cnc2c(cnn2-c2ccccc2)c1=O
-3,0.9,O=C(COC(=O)c1cc(S(=O)(=O)N2CCCCC2)ccc1N1CCOCC1)NC1CCCCC1
18,-1.4,CCn1nnc2cc(C(=O)NCC(c3ccccc3OC)N(C)C)ccc21 (configuration not stated)
1,-1.3,O=C(O)c1ccccc1SSc1ccccc1C(=O)O
8,-0.8,C=CC[C@H](CC(=O)NCCO)C(=O)NCCOC(=O)[C@@H](CC=C)Cc1ccc(F)cc1
-3,-0.5,COC(=O)c1[nH]c2c(c1C)C(=O)CC(c1cccc(OC)c1)C2 (configuration not stated)
6,-0.9,O=C(O)c1cc(S(=O)(=O)N(Cc2ccccc2)c2cccc(C(F)(F)F)c2)ccc1Cl
7,-0.2,COc1ccc(/C=C/c2c(-c3cccc(C)c3)oc3ccc(N4CCOCC4)cc23)cc1
17,-1.7,COc1cc(OC)cc(C(=O)NC2CCN(Cc3nnnn3Cc3cccs3)CC2)c1
4,0.0,c1ccc(Cn2nnnc2C(c2ccccn2)N2CCOCC2)cc1 (configuration not stated)
nt,0.5,C=CC[n+]1cccc(-c2cc3ccc(C)cc3[nH]2)c1
34,-0.6,CN(C)CCCNC(CC(=O)Nc1cccc([N+](=O)[O-])c1)C(=O)O (configuration not stated)
26,0.8,O=c1nc2ccccc2c2n1CC(CN1CCN(c3ccc(F)cc3)CC1)N2 (configuration not stated)
9,0.3,CCCn1c(=O)c2[nH]cnc2n(-c2ccc(Cl)cc2)c1=O
12,-0.7,Cn1c(CCc2ccccc2)nnc1SCC(=O)N1CCOCC1
16,-0.3,CC(=O)N1CCc2cc(S(=O)(=O)CCC(=O)Nc3ccc4c(c3)OCCO4)ccc21
23,-0.2,CCCCCC(=O)N1CC2(CC(c3cccc(NC(=O)COc4ccc(Cl)cc4)c3)=NO2)C[C@@H]1C(N)=O (some centres not stated)
-4,0.4,CCCCn1c(=O)[nH]c(=O)c2c1nc(-c1ccncc1)n2CCOC
4,2.1,Oc1ccc(Nc2nc(Cl)nc(NCc3ccco3)n2)cc1
11,1.3,O=C(COc1ccc2c(c1)oc(=O)c1ccccc12)N[C@@H](Cc1ccccc1)C(=O)O
17,-0.4,Cn1c(Cn2cnc([N+](=O)[O-])n2)nnc1SCC(=O)Nc1ccccc1
3,0.2,O=C(Nc1ccc(-c2cnco2)cc1)c1ccccc1

5 compounds from above, sorted by count of non-hydrogen atoms, descending.
OX1R antag,STK33 inh,Molecule
18,1.2,CC/C=C/C(=O)N1CC2(CC(c3cccc(NC(=O)c4ccccc4)c3)=NO2)C[C@@H]1C(N)=O (some centres not stated)
16,-0.3,CC(=O)N1CCc2cc(S(=O)(=O)CCC(=O)Nc3ccc4c(c3)OCCO4)ccc21
27,1.5,Cc1ccc(N2CC(C(=O)Nc3ccc4c(c3)OCCO4)CC2=O)cc1 (configuration not stated)
4,0.0,c1ccc(Cn2nnnc2C(c2ccccn2)N2CCOCC2)cc1 (configuration not stated)
3,0.2,O=C(Nc1ccc(-c2cnco2)cc1)c1ccccc1

Going on with the list.
OX1R antag,STK33 inh,Molecule
8,0.8,COc1ccc(C(CNC(=O)c2oc3ccc(Br)cc3c2C)N2CCCCC2)cc1 (configuration not stated)
20,0.3,COc1ccc2ccccc2c1C1CC(=O)N2CN(C)CSC2=C1C#N (configuration not stated)
9,-0.2,CC(C)(C)C(=O)NCCCNc1ccc([N+](=O)[O-])cc1
11,0.0,O=C(Nc1ccc(Cc2ccncc2)cc1)C1CCC(N2C(=O)C3C4C=CC(C4)C3C2=O)CC1 (configuration not stated)
11,-1.4,Cc1nn(C)cc1/C=N/O
27,0.0,Cc1ccc(-c2c(C#N)c(N)n(-c3ccccc3)c(=O)c2C#N)cc1
-10,-0.6,O=C(NC(=S)Nc1ccc(Cl)c(C(=O)O)c1)c1cncc(Br)c1
3,-0.9,CC(Sc1ncc(C(F)(F)F)cc1Cl)C(=O)NCC1CCCO1 (configuration not stated)
12,-0.8,Fc1ccc(/C=N/N2CCOCC2)c(F)c1
20,-1.0,O=C(c1cccc(S(=O)(=O)N2CCN(c3ccc(F)cc3)CC2)c1)N1CCCC(C(F)(F)F)C1 (configuration not stated)
10,0.0,Cc1c(Cc2ccc3c(c2)OCO3)sc(NC(=O)c2ccccc2)c1C(N)=O
16,-0.7,CCC(=O)N(Cc1cc2ccccc2[nH]c1=O)c1ccc(OC)cc1
2,1.4,COc1ccccc1N(CC(=O)NCCSC(C)(C)C)S(C)(=O)=O
15,0.1,CCc1ccc(CN(C)CC(O)COc2cccc3ccccc23)cc1 (configuration not stated)
6,0.2,Cc1ccc(SCCC(=O)Nc2ccc(OCc3ccccc3)cc2)cc1
3,-1.0,CC(=O)Nc1ccccc1-c1nc2ccccc2nc1OCC(=O)c1ccc(Br)cc1
12,-0.3,CC(=O)N1c2ccc(S(=O)(=O)NCCC(=O)Nc3ccc(C)cn3)cc2CC1C (configuration not stated)
35,-1.5,Cc1cc(OCc2cc(C(=O)N(C)CCc3cnn(C)c3)no2)cc(C)c1Cl
7,-0.6,CC(NC(=O)c1cc(S(=O)(=O)N2CCCC2)cn1C)c1ccccc1 (configuration not stated)
-4,-0.8,COCCn1cnnc1SCC(=O)Nc1cccc(S(=O)(=O)N2CCCCC2)c1
-4,9.2,C#CCOCCOCCOCCNc1nc(N2CCN(C(=O)CCCCCCCCCCNC(=O)[C@@H](CCSC)n3cc(CCO)nn3)CC2)nc(N2CCN(C(=O)CCCCCCCCCCNC(=O)[C@H](CO)n3cc(CCCCCN)nn3)CC2)n1
6,0.3,CC1Cc2ccccc2N1C(=O)COC(=O)c1ccc(O)cc1 (configuration not stated)
5,-1.0,CCN(CC)C(=O)COC(=O)c1ccc(C)c(NC(=O)c2ccco2)c1
18,0.6,Cc1ccc(S(=O)(=O)Nc2cccc3c2O[C@H](CN(C)C(=O)Nc2cccc4ccccc24)[C@H](C)CN([C@H](C)CO)C3=O)cc1
31,-1.0,COc1ccc(C(=O)NCCc2ccc(F)cc2)cc1OC
62*,nt,COc1ccc(C(=O)CSC2=NS(=O)(=O)c3cc(Cl)ccc3N2)cc1
14,5.8,Cn1c(SCC(=O)c2c(N)n(C)c(=O)n(C)c2=O)nnc1-c1ccc(F)cc1
13,0.6,Brc1ccc(COc2ncnc3ccccc23)cc1
6,-1.0,O=C(CSc1ncc(C(F)(F)F)cc1Cl)N1CCN(S(=O)(=O)c2ccccc2)CC1
41,6.8,COc1ccc2[nH]c(O)c(N=NC(=N)N)c2c1

Next section
OX1R antag,STK33 inh,Molecule
8,-1.1,CN(Cc1cc(-c2ccccc2)on1)C(=O)c1cc(COc2c(F)cccc2F)on1
8,0.2,CCCNC(=S)Nc1ccc(Cl)cc1C
7,0.2,CCOC(=O)c1ccc(S(=O)(=O)N2CCN(CC(=O)NC(=O)NC(C)(C)C)CC2)cc1
17,1.3,CCc1ccc(C(=O)NC(C(=O)O)C(C)C)cc1 (configuration not stated)
20,-1.6,O=C(CN(c1cccc(C(F)(F)F)c1)S(=O)(=O)c1ccc(Cl)c([N+](=O)[O-])c1)NCc1ccc(F)cc1
2,7.8,COc1ccc2sc(-c3ccccc3OC)c(-c3ccc(OCCN4CCCC4)cc3)c2c1
6,-0.7,O=C(CCC(=O)c1ccccc1)NCc1cccc(C(F)(F)F)c1
17,-1.8,O=C(NC1CCN(C(=S)Nc2ccccc2Cl)CC1)C1CCCCC1
10,-0.5,C#CCOCCOCCOCCNc1nc(N2CCN(C(=O)[C@H](CCCCN)n3cc(CCCC)nn3)CC2)nc(N2CCN(C(=O)[C@H](CCCCN)n3cc(CCCC)nn3)CC2)n1
12,-0.6,COc1ccc(CC(NC(C)=O)C(=O)N2CCN(C(=O)Nc3ccc(Cl)cc3)CC2)cc1OC (configuration not stated)
6,-1.8,O=C(CN1c2cccc3cccc(c23)S1(=O)=O)Nc1cccc(S(=O)(=O)N2CCOCC2)c1
3,-1.4,Cc1nc(NC(=O)COC(=O)[C@@H](NC(=O)c2ccco2)C(C)C)c(Cl)cc1Cl
-3,-0.4,COC(=O)c1ccccc1NC(=O)CSc1nnnn1-c1ccc(C)cc1C
6,-0.1,COc1ccc(N(CC(=O)NC(C)(C)C)S(=O)(=O)c2ccccc2)cc1OC
14,0.5,O=C1Cc2cc(S(=O)(=O)NCc3ccccc3Cl)cc3c2N1CCC3
26,-2.1,O=C(COc1ccccc1-c1ccccc1)NCc1ccco1
13,-1.8,Clc1ccc(-n2nnc(-c3cccnc3)n2)cc1Cl
-3,-2.3,CCCCn1c(CN2CCOCC2)nc2c1c(=O)n(C)c(=O)n2C
17,-0.6,CCOc1ccc(C(O)c2nccn2Cc2ccccc2)cc1 (configuration not stated)
2,-0.5,O=S(=O)(c1ccc(N2CCN(Cc3ccccc3)CC2)nc1)N1CCCC1
28,-0.7,Cc1n[nH]c(C)c1CCc1nc2c3ccccc3nc(SCC(=O)Nc3ccccc3F)n2n1
7,-0.2,CCOc1ccc(S(=O)(=O)NCC(=O)OCc2nnc(-c3ccccc3)o2)cc1
49*,-5.4,O=[N+]([O-])c1ccc(C[n+]2cccc3c4ccccc4ccc32)cc1
45,-0.6,CCc1ccccc1NC(=O)Nc1cccn(Cc2ccc(F)cc2)c1=O
17,nt,CC(=O)Nc1cc[n+](C(C)C(=O)c2ccc(Cl)cc2)cc1 (configuration not stated)
23,0.1,Cc1ccc2[nH]c(=O)c(CN(Cc3ccccc3Cl)C(=O)N3CCOCC3)cc2c1
12,0.3,Cc1ccc(S(=O)(=O)N2CC=C(c3c(C)n(C)c4ccccc34)CC2)cc1
17,-2.0,Cc1cc(NC(=O)CCCSc2nc(-c3ccco3)cc(C(F)(F)F)n2)n(-c2ccccc2)n1
6,2.4,NC(=O)N[C@@H](Cc1c[nH]c2ccccc12)C(=O)OCC(=O)N1CCCCC1
40,-1.4,O=[N+]([O-])c1ccccc1NCCNS(=O)(=O)c1ccc(Cl)cc1

Further results:
OX1R antag,STK33 inh,Molecule
-6,-1.0,CCOC(=O)Cn1nc(NC(=O)c2ccc(C(=O)OC)cc2)cc1C
0,-0.5,CCN(C(=O)COC(=O)c1ccccc1NCCO)C1CCS(=O)(=O)C1 (configuration not stated)
23,0.3,CCOC(=O)C[C@H]1c2cc(F)ccc2S(=O)(=O)N1C1CCCC1
79*,-1.8,O=C(NC(=S)Nc1nc(-c2ccccc2)cs1)c1ccco1
6,-0.5,O=C(COc1ccccc1)OCC(=O)c1c[nH]c2ccccc12
1,-0.1,O=[N+]([O-])c1ccc(S(=O)(=O)Nc2ccc(-c3csc(-c4ccccc4)n3)cc2)cc1
11,-1.2,CCN(C(=O)c1cccs1)c1nnc(-c2ccncc2)s1
1,-0.1,O=C(c1ccccc1)N1CCN(C(=O)c2cccnc2)CC1
1,0.5,Cc1nc(S(=O)(=O)N2CCN(C3c4ccccc4-c4ccccc43)CC2)cn1C
18,-0.3,O=C(/C=C/c1ccc2c(c1)OCCCO2)c1ccc2ccccc2c1O
12,-0.3,O=C(CC1C(=O)NCCN1Cc1ccc(Cl)c(F)c1)NC1CCC1 (configuration not stated)
14,0.1,COC(=O)/C=C1\S/C(=N/NC(=O)c2ccc(OC)cc2)NC1=O
17,1.0,O=C(NCCn1cc(SCc2ccccc2)c2ccccc21)c1ccccc1F
5,-3.2,CCOC(=O)N1CCN(C(=O)c2ccc(SC)cc2OC)CC1
10,0.8,Cc1ccc(OCCOCCNC(C)(C)C)c([N+](=O)[O-])c1
9,5.8,Cc1ccc2nc(-c3ccc(NC(=S)NC4CC(C)(C)NC(C)(C)C4)cc3)sc2c1
10,-1.2,Cc1cc(NC(=O)/C=C/C(=O)N(CC(=O)NC2CCCC2)c2ccc(F)cc2)no1
2,1.0,CC(=O)Nc1ccc(SCC(=O)N2CCN(S(=O)(=O)c3ccccc3)CC2)cc1
5,1.0,COc1cc(/C=C/C(=O)O)cc(S(=O)(=O)NCCCO)c1OC
13,-0.7,COc1nc(SC)nc(Cl)c1Cc1ccc(OC(C)C)cc1
-4,-1.2,COc1ccc(-c2n[nH]c(=S)n2-c2ccc(Br)cc2)cc1OC
10,-0.5,Cc1nn(CCOc2ccccc2)c(=O)n1-c1ccccc1
-1,7.3,CN1/C(=C\C(=O)C(F)F)C(C)(C)c2ccccc21
38,-0.2,CSc1nc2c(c(-c3ccc(O)cc3)c1C#N)CCC2

Of the compounds above, these contain a thiophene ring, fused or not.
OX1R antag,STK33 inh,Molecule
17,-1.7,COc1cc(OC)cc(C(=O)NC2CCN(Cc3nnnn3Cc3cccs3)CC2)c1
10,0.0,Cc1c(Cc2ccc3c(c2)OCO3)sc(NC(=O)c2ccccc2)c1C(N)=O
2,7.8,COc1ccc2sc(-c3ccccc3OC)c(-c3ccc(OCCN4CCCC4)cc3)c2c1
11,-1.2,CCN(C(=O)c1cccs1)c1nnc(-c2ccncc2)s1

Compound activity from PubChem BioAssay.

Random draw from the library. Share with any hit: about 1.8%.
